Assay outcomes as filed in PubChem BioAssay.
TbMetRS inhib: T. brucei MetRS inhibitors, primary screen, biochemical, luminescence | purified T. brucei MetRS, ATP depletion, Kinase-Glo luminescence | inhibition, % at 11.9 µM | methionyl-tRNA synthetase (Trypanosoma brucei brucei) | AID 624268, 2012 | hit rate 0.4% among 360,000;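 active means inhibition above a per-plate cutoff of the control wells' mean inhibition plus 3 SD, cut at about 5.5% in these data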;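 further: 0% = DMSO wells median and 100% = median of wells with control inhibitor compound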
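Dosing: 11.9 µM single point; system: parasite MetRS enzyme; technique: luminescence of leftover ATP; times: 15 min enzyme-compound preincubation, 2 h reaction, 10 min detection, 25 °C; replicates: each compound tested once; read-out basis: percent inhibition relative to median high and low control wells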
eLon inh: inhibitors of E. coli Lon protease, primary screen, biochemical, fluorescence polarization. AID 602123, 2011. hit rate 0.42% among 360,000. purified E. coli Lon protease. inhibition, % at 7.94 µM. P0A9M0; in the data active means inhibition above about 13%, passing the limit was not always enough;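 further: 0% = enzyme with probe and DMSO and 100% = no enzyme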
FAS TE block: FAS thioesterase domain inhibitors, primary screen, biochemical, fluorescence intensity, uHTS; Fatty acid synthase (Homo sapiens), P49327; recombinant FAS-TE, OMFH fluorogenic substrate, fluorescence endpoint; inhibition, % at 15 µM; hit rate 0.67% among 360,000;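 active means compounds whose normalised, plate-corrected inhibition of enzyme fluorescence in the single-dose primary screen is 50% or more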;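 further: 0% = DMSO with enzyme and 100% = substrate without enzyme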
Target sequence (P49327 whole entry, looked up, the tested form may be a part): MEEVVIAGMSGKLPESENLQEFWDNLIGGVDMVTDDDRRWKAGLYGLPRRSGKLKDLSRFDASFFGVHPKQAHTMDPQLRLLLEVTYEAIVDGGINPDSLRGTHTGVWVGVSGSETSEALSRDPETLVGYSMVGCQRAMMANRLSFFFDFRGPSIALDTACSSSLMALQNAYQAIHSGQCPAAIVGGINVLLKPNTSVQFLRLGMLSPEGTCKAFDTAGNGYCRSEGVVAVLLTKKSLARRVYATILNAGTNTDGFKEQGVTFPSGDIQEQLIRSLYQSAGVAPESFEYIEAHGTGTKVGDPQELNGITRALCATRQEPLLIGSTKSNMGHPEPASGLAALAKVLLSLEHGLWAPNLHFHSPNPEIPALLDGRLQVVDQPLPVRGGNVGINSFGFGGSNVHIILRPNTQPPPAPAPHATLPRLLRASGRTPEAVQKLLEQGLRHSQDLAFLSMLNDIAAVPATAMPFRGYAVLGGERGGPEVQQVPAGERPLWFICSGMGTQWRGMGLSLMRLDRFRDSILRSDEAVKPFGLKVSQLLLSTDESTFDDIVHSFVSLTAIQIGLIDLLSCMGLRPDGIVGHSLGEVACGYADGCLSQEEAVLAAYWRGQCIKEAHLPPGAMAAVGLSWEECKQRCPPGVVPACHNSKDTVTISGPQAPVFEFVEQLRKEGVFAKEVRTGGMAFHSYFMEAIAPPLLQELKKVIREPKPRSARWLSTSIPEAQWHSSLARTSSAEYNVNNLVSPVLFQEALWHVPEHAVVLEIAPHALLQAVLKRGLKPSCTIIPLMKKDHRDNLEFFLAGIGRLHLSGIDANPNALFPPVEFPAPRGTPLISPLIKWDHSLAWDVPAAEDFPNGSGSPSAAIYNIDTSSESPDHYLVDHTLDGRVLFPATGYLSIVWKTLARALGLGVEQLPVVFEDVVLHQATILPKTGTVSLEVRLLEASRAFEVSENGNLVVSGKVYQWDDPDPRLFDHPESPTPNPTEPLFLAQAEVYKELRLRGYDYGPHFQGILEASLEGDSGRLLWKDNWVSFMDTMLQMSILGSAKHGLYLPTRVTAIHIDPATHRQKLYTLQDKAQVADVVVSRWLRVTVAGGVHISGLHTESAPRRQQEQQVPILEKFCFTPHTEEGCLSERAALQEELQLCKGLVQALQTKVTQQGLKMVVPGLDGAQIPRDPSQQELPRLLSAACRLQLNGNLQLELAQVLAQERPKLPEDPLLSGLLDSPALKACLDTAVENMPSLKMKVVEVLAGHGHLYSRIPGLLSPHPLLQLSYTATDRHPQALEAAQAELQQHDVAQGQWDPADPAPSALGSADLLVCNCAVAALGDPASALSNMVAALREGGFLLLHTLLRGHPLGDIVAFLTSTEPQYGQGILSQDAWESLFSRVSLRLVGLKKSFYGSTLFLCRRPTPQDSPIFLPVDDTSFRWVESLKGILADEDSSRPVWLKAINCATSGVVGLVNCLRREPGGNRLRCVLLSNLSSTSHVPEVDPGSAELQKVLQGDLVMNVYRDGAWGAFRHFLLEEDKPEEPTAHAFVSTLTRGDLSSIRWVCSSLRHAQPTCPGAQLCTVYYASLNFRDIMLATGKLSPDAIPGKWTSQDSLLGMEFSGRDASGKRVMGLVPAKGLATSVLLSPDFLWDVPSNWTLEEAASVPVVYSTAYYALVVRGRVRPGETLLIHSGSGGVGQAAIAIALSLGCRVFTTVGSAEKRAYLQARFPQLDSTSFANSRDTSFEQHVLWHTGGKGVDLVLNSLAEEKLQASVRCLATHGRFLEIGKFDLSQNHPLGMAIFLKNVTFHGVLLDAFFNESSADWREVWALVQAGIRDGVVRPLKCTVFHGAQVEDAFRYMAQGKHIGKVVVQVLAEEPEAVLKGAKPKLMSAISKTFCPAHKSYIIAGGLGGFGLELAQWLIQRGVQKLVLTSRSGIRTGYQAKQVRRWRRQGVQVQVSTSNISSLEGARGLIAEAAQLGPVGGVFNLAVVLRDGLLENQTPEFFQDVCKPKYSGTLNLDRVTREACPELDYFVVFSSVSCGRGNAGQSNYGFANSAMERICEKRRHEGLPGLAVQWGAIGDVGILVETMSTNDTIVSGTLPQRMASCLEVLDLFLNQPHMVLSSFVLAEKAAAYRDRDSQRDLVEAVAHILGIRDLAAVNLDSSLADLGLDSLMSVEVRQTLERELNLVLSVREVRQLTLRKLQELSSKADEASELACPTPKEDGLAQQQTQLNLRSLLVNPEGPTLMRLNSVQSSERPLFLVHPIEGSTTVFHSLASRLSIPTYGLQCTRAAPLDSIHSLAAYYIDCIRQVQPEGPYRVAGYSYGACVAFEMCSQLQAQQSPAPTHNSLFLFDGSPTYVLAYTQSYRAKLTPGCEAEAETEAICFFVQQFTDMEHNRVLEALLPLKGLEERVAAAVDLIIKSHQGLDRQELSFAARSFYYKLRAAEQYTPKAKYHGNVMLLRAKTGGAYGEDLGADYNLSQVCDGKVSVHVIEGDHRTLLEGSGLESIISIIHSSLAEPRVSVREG
MLLE-PAM2 inh: inhibitors of PABP1 MLLE–PAM2 peptide binding, primary screen, biochemical, fluorescence polarization, FITC-PAM2, GST-MLLE; AID 588489, 2011; inhibition, % at 20 µM; hit rate 0.36% among 360,000; in the data active means inhibition above about 35%, passing the limit was not always enough;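 further: plate controls were DMSO wells with GST-MLLE for no effect and wells lacking GST-MLLE protein for full effect; some results filed as inactive read as strong as hits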
MsrA inh: bovine MsrA enzyme inhibitors, primary screen, biochemical, absorbance, HTS | purified bovine MsrA, absorbance read-out | hit rate 0.75% among 360,000 | inhibition, % at 15.5 µM | Methionine sulfoxide reductase A (Bos taurus) | AID 651718, 2012; in the data active means inhibition above about 4.5%;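 further: 0% = vehicle wells with enzyme and 100% = reference inhibitor wells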
bovine MsrA act: bovine MsrA enzyme activators, primary screen, biochemical, absorbance, HTS; AID 602163, 2012; purified bovine MsrA, absorbance read-out; activation, % at 10.6 µM; Methionine sulfoxide reductase A (Bos taurus); hit rate 0.3% among 360,000; in the data active means activation above about 7.5%;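 further: 0% = vehicle and 100% = reference activator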
Neddyl block: inhibitors of cullin neddylation, primary screen, biochemical, TR-FRET, uHTS, NAE and Ubc12; hit rate 0.58% among 360,000; NEDD8-conjugating enzyme Ubc12 (Homo sapiens) + NEDD8-activating enzyme E1 regulatory …; calls only at 25 µM; in the data active means inhibition above about 36%
Rin1 Abl inh: inhibitors of Rin1-Abl protein binding, primary screen, biochemical, TR-FRET | inhibition, % at 7.35 µM | Tyrosine-protein kinase ABL1 (Homo sapiens) + Ras and Rab interactor 1 (Homo sapiens), … | AID 588664, 2011 | hit rate 0.4% among 360,000; in the data active means inhibition above about 5%, passing the limit was not always enough
CSN inh: inhibitors of CSN-mediated cullin deneddylation, primary screen, biochemical, fluorescence polarization, uHTS | hit rate 0.38% among 360,000 | AID 651999, 2013 | COP9 signalosome complex subunit 5 (Homo sapiens), Q92905 | inhibition, % at 12.5 µM | Purified CSN, SCF-Nedd8-OG deneddylation;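 active means pattern-corrected inhibition above about 35%, with an unprinted fluorescence ratio check between 0.5 and 1.5, limit read from the data, passing the limit was not always enough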;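 further: 0% = enzyme with substrate and 100% = substrate without enzyme; some results filed as inactive read as strong as hits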
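Test system: purified human Csn5 enzyme expressed in HEK293T cells. Amount: 0.24 nM enzyme. Reagent: SCFSkp2-Nedd8OG substrate at 10 nM final. Schedule: 90 min incubation of compound, enzyme and substrate at room temperature. Detection: fluorescence polarization. Read-out: % inhibition of substrate cleavage by Csn5.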
Active calls of the source: *; i = inactive; . = no result given.

Start of the data: the first 2 compounds (preview)
nr	Structure	TbMetRS inhib	eLon inh	FAS TE block	MLLE-PAM2 inh	MsrA inh	bovine MsrA act	Neddyl block	Rin1 Abl inh	CSN inh
1	COc1cccc(/C=N/Nc2ccccc2C(=O)O)c1O	-1.1	4	-4	-1	2.1	-3	i	0	2
2	O=C(Nc1ccccc1)C1=C[C@@H](c2coc3ccccc3c2=O)C[C@@H](OCc2ccc(CO)cc2)O1	-0.5	3	4	-11	0.0	-4	i	5	2

The whole of this part, repeating the preview:
nr	Structure	TbMetRS inhib	eLon inh	FAS TE block	MLLE-PAM2 inh	MsrA inh	bovine MsrA act	Neddyl block	Rin1 Abl inh	CSN inh
1	COc1cccc(/C=N/Nc2ccccc2C(=O)O)c1O	-1.1	4	-4	-1	2.1	-3	i	0	2
2	O=C(Nc1ccccc1)C1=C[C@@H](c2coc3ccccc3c2=O)C[C@@H](OCc2ccc(CO)cc2)O1	-0.5	3	4	-11	0.0	-4	i	5	2
3	CCCNc1ncccc1C(N)=O	-0.2	-1	-14	0	0.7	-5	i	-1	3
4	Cc1csc(NC(=O)CSc2nnc(C)n2Cc2ccco2)n1	0.4	-5	-6	7	-0.7	-4	i	1	-3
5	O=C(O)COn1c(-c2ccc(Cl)cc2)nc2ccc(Cl)cc21	-0.4	-1	-6	-5	1.5	-1	i	0	0
6	Cc1ccc(C(=O)N2CCCCC2)cc1S(=O)(=O)N1CCOCC1	-0.3	-2	-5	0	-0.5	-4	i	1	0
7	O=C(CCCc1ccccc1)NCc1cn2ccsc2n1	0.0	-9	-6	-3	-0.5	2	i	1	-3
8	CCOC(=O)c1c(C)[nH]c(C(=O)OCC(=O)N(C)CC(=O)Nc2ccccc2Cl)c1C	0.1	-8	-4	-27	-1.0	1	i	-2	3
9	CC(C)(C)n1nnnc1C(c1ccccc1)N1CCN(C(=O)C2CCCO2)CC1 (stereo not drawn)	-0.3	-1	-10	.	-0.1	-1	i	.	2
10	CC(=O)Nc1ccc(CN(C)c2c(C)nc3ccc(C(=O)NCCCn4ccnc4)cn23)cc1	0.0	6	-9	-13	0.2	1	i	2	-2

Values in list order from the entries so far:
MLLE-PAM2 inh, nos. 1–6 → -1, -11, 0, 7, -5, 0
Rin1 Abl inh, nos. 1–6 → 0, 5, -1, 1, 0, 1
CSN inh, nos. 1–6 → 2, 2, 3, -3, 0, 0

Next part:
nr	Structure	TbMetRS inhib	eLon inh	FAS TE block	MLLE-PAM2 inh	MsrA inh	bovine MsrA act	Neddyl block	Rin1 Abl inh	CSN inh
11	O=C(c1cccc(C(F)(F)F)c1)C1CCCN(Cc2cccn2-c2ccccn2)C1 (stereo not drawn)	0.0	1	1	1	-0.6	-3	i	3	1
12	Cc1ccc(C2=NCCn3nc4cc([N+](=O)[O-])ccc4c32)cc1	-0.2	-17	-1	-14	1.2	-14	i	2	5
13	O=C(O)CC/C(=C\c1ccc(Cl)c([N+](=O)[O-])c1)c1nc2ccccc2s1	1.6	1	43	8	3.1	-1	i	-2	-4
14	Cn1ccc2c(N3CCCCCCC3)cc3c(c21)C1CCC3O1 (stereo not drawn)	-0.6	19	11	20	1.4	-1	i	-1	0
15	CCN1CCN(CC(=O)c2cc(OC)c(OC)c(OC)c2)CC1	-0.6	8	-4	-10	1.6	-3	i	2	-3
16	CCCNc1nc(OCC(F)(F)F)nc(OCC(F)(F)F)n1	-1.1	6	-6	-7	0.4	-8	i	1	1
17	Nc1ccc2c(c1)C(=O)Cc1ccccc1S2	0.0	-8	0	10	0.1	-3	i	-2	10
18	CCOc1nc(NCCO)nc(NCCC2=CCCCC2)n1	-0.6	-3	-6	7	0.2	-1	i	-1	3
19	COc1cccc(/C=C/C(=O)c2cccc([N+](=O)[O-])c2)c1	-0.9	3	10	-5	-0.3	-2	i	0	6
20	CCCCC(CC)C(=O)Oc1ccc(O)c(C(C)(C)C)c1 (stereo not drawn)	-1.5	1	30	1	1.1	-10	i	9.2*	9

(list continues)
nr	Structure	TbMetRS inhib	eLon inh	FAS TE block	MLLE-PAM2 inh	MsrA inh	bovine MsrA act	Neddyl block	Rin1 Abl inh	CSN inh
21	COc1ccc2c(c1OC)C(=O)OC2Nn1cncn1 (stereo not drawn)	-0.3	6	-6	-10	-0.4	-3	i	5	-7
22	Cc1cc([N+](=O)[O-])ccc1NC(=O)CN1C2CCC1CC(NC(=O)NC13CC4CC(CC(C4)C1)C3)C2 (stereo not drawn)	-1.4	5	51*	1	0.7	-10	i	-1	-4
23	Cc1ccccc1C(=O)N1CCC(C(=O)Nc2ccc3c(c2)OCO3)CC1	-0.9	-13	-12	-1	3.2	-9	i	0	3
24	O=C(Cc1ccc(-n2cccc2)cc1)N1CCc2ccccc21	-0.9	-7	-3	-8	-0.4	-1	i	-2	8
25	CCOC(=O)Oc1ccc2oc(=O)cc(C)c2c1	-0.6	4	-3	11	0.3	0	i	3	-2
26	CCN(CC(=O)Nc1ccc(OC)cc1)C(=O)Cc1ccc(OC)c(S(=O)(=O)N2CCOCC2)c1	-0.5	-7	-9	-7	0.3	-2	i	-6	-2
27	COc1ccc(CNc2nc(-c3cccnc3)nn2C(=O)CC(C)C)cc1	0.4	5	32	0	0.9	-3	i	0	-4
28	Oc1ccccc1Oc1ncc(Br)c(Cl)n1	-1.0	-4	-8	17	-0.5	-4	i	0	-3
29	CN(C)N1C(N)=C(C#N)C(c2cccc3ccccc23)C2=C1CC(c1ccccc1)CC2=O (stereo not drawn)	-0.6	3	65*	0	-0.3	-1	i	-3	0
30	O=C1CN(c2ccccc2)C(=S)N1C(=O)c1ccccc1	-1.9	-17	-2	-23	1.3	-4	i	-1	8

More records.
nr	Structure	TbMetRS inhib	eLon inh	FAS TE block	MLLE-PAM2 inh	MsrA inh	bovine MsrA act	Neddyl block	Rin1 Abl inh	CSN inh
31	COC(=O)N1C(=O)[C@](c2ccsc2)(C(C)C)N1C(=O)OC	-0.2	0	37	16	-0.5	-3	i	-1	-2
32	Cc1ccc(-c2nnc(SCC(=O)N/N=C/c3c(C)nn(-c4ccccc4)c3C)n2-c2ccccc2)cc1	-0.1	-11	33	-19	-0.8	0	i	3	-7
33	CC1(C)c2[nH]c3ccccc3c2C[C@H]2C(=O)N(CCCO)CC(=O)N21	-1.1	6	-2	-12	1.0	-4	i	-2	2
34	CCc1ccc(NC(=O)Cn2nnc(C(=O)NCc3cccs3)c2N)cc1	-1.0	-9	1	-6	-1.7	-5	i	-1	-4
35	O=S1(=O)CC(N2CCN(c3ccccn3)CC2)CN1C1CCCCC1 (stereo not drawn)	-0.9	-4	-7	1	0.5	-16	i	7	-1
36	CN(C)CCN(C(=O)c1ccc2ccccc2c1)c1nc2ccc(Br)cc2s1	-0.4	11	16	5	-0.5	-8	i	3	-4
37	CCOC(=O)N1CCC(N2CCN(Cc3ccc(C)o3)C(CCO)C2)CC1 (stereo not drawn)	-0.2	0	-13	15	2.7	-8	i	-1	-2
38	CC(=O)Nc1ccc(NC(=O)C(C)OC(=O)C23CC4CC(CC(Cl)(C4)C2)C3)cc1 (stereo not drawn)	0.1	-4	5	-18	-0.9	-3	i	3	1
39	CCN(Cc1ccccc1)C(c1ccccn1)c1nnnn1C1CCCCC1 (stereo not drawn)	-0.1	-15	15	15	-1.2	0	i	-2	1
40	Cc1cccc(NC(=O)c2ccc(OCc3c(C)noc3C)cc2)n1	-0.3	-4	0	6	0.1	-1	i	3	-2

(further entries)
nr	Structure	TbMetRS inhib	eLon inh	FAS TE block	MLLE-PAM2 inh	MsrA inh	bovine MsrA act	Neddyl block	Rin1 Abl inh	CSN inh
41	Cc1nc2c(=O)oc3ccccc3c2n1-c1ccccc1	-0.5	1	-6	9	-0.4	-1	i	1	-10
42	COc1ccc(C2CCCN2C(=O)Nc2ccccc2)cc1OC (stereo not drawn)	0.0	1	-8	-5	0.0	-3	i	2	-1
43	CC(C)Cn1c(O)c(N=NC(=O)c2cccc(S(=O)(=O)N3CCCCC3)c2)c2ccccc21	0.2	1	58*	14	-0.1	-2	i	-1	-5
44	CCOc1c(Cl)cc(C(=O)Nc2ccccc2C(=O)O)cc1Cl	-0.4	1	1	0	-1.1	-2	i	13*	2
45	CN(C)S(=O)(=O)c1ccc2nnn(O)c2c1	0.1	-4	-4	13	1.2	0	i	-3	-6
46	CCOC(=O)c1c(C)[nH]c(C(=O)OCC(=O)Nc2ccc(Cl)cn2)c1C	-0.4	-1	0	-7	-0.3	-6	i	5	2
47	COc1ccc(CCNC(=O)C(=O)NCC2CCCO2)cc1 (stereo not drawn)	0.1	-1	-5	-4	-0.3	3	i	1	-6
48	CCCCCCCn1c(NC(=O)CC)nc2ccccc21	0.7	2	8	-8	-1.4	-3	i	1	-2
49	CC(C)(C)C1CCN2CCCC(c3ccc([N+](=O)[O-])cc3)(C1)C21OCCO1 (stereo not drawn)	-0.4	3	17	.	-0.7	-2	i	.	-5
50	O=C(CNC(=O)COc1ccccc1)NCc1cccnc1	0.1	1	-7	3	-0.9	-2	i	-2	-4

Next section
nr	Structure	TbMetRS inhib	eLon inh	FAS TE block	MLLE-PAM2 inh	MsrA inh	bovine MsrA act	Neddyl block	Rin1 Abl inh	CSN inh
51	CCN1CCN(C(=O)C2CCN(S(=O)(=O)N3CCC4(CC3)OCCO4)CC2)CC1	-0.2	1	-7	-4	0.8	-3	i	0	0
52	CCCCN1C=CC(=C2N=c3cccc([N+](=O)[O-])c3=N2)C=C1	0.1	3	-12	-36	3.5	2	i	-5	2
53	CC1CCCCC1NC(=O)C1CCN(S(=O)(=O)N2CCC3(CC2)OCCO3)CC1 (stereo not drawn)	-0.9	-5	-12	18	-0.2	-6	i	-2	1
54	CC1CCCN(C(=O)C2CC(=O)N(c3ccc(Cl)cc3)C2)C1 (stereo not drawn)	-0.1	7	-4	-7	2.4	-2	i	0	-2
55	CCOC(=O)N1CCC(N(CCOC)C(=O)Nc2ccc(Cl)c(Cl)c2)CC1	-0.6	5	26	-4	1.7	1	i	5	2
56	O=C(CN(CC1CCCO1)C(=O)CNS(=O)(=O)c1ccccc1)NCc1ccco1 (stereo not drawn)	-0.2	6	-4	-9	-0.6	-2	i	1	-3

Profiles, quoted from the list.
O=C(c1cccc(C(F)(F)F)c1)C1CCCN(Cc2cccn2-c2ccccn2)C1 (stereo not drawn) in the list: TbMetRS inhib = 0.0; eLon inh = 1; FAS TE block = 1; MLLE-PAM2 inh = 1; MsrA inh = -0.6; bovine MsrA act = -3; Neddyl block = i; Rin1 Abl inh = 3; CSN inh = 1
O=C(O)CC/C(=C\c1ccc(Cl)c([N+](=O)[O-])c1)c1nc2ccccc2s1 in the list: TbMetRS inhib = 1.6; eLon inh = 1; FAS TE block = 43; MLLE-PAM2 inh = 8; MsrA inh = 3.1; bovine MsrA act = -1; Neddyl block = i; Rin1 Abl inh = -2; CSN inh = -4
